# From PubChem
# APOBEC3A inh: blocks human APOBEC3A ssDNA deamination. recombinant A3A, FAM/TAMRA ssDNA deamination fluorescence. inhibition, % at 20 µM. 0.41% of 330,000 active;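 active = at least 40% inhibition at 20 µM here, with at most 30% in a related deaminase screen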;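 also: plate controls were A3A with DMSO for no effect and wells lacking A3A enzyme for full effect; some results filed as inactive read as strong as hits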
# Target sequence (P31941 whole entry, looked up): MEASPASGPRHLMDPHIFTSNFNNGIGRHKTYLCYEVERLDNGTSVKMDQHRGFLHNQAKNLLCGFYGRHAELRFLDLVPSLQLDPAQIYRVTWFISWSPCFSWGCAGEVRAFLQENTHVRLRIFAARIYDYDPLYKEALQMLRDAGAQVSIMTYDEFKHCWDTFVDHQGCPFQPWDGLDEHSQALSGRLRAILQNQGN
# Gli-Sufu block: blocks Gli-Sufu signaling in a luciferase reporter | Sufu-KO-LIGHT fibroblasts, Gli luciferase reporter luminescence | inhibition, % at 5 µM | 0.74% of 340,000 active | AID 588413;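 active = inhibition above about 55%, limit read from the data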;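 also: 0% = DMSO-treated cells and 100% = wells with medium but no cells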
# CXCR6 block: inhibitors of human CXCR6 receptor. CHO-K1 PathHunter CXCR6 beta-arrestin, luminescence. inhibition, % at 20 µM. 0.36% of 360,000 active; in the data active = inhibition above about 34%, passing the limit was not always enough;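 also: antagonist mode with CXCL16 agonist at 10 nM final; 0% = 10 nM CXCL16 with DMSO and 100% = unstimulated wells without agonist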
# EBI2 block: antagonists of human EBI2 receptor | P32249 | EBI2 beta-arrestin recruitment, luminescence, 7a,25-OHC stimulated | inhibition, % at 5 µM | 0.81% of 360,000 active; in the data active = inhibition above about 38%;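 also: enzyme fragment complementation signal reports receptor beta-arrestin coupling in cells; 0% = agonist plus DMSO wells and 100% = wells without agonist; some results beyond the cut were filed as inactive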
# Target sequence (P32249 whole entry, looked up, the tested form may be a part): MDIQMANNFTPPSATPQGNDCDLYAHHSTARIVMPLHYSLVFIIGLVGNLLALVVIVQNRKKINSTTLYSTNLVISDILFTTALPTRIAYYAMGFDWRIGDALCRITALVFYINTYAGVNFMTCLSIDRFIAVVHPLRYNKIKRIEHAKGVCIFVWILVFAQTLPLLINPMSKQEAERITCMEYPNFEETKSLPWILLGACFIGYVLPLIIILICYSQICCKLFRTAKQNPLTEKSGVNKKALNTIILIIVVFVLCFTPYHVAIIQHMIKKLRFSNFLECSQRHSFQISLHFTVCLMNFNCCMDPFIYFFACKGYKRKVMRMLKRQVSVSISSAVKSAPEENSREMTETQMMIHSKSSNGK
# APOBEC3G inh: APOBEC3G (human) deaminase inhibition. Q9HC16. recombinant A3G, ssDNA deamination FAM/TAMRA fluorescence. inhibition, % at 20 µM. 0.28% of 330,000 active. AID 493012;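 active = inhibition of at least 40% at 20 µM, with no more than 30% in the related APOBEC3A deaminase screen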;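 also: plate controls were DMSO wells with A3G for no effect and wells lacking A3G enzyme for full effect; some compounds called inactive have numbers as strong as hits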
# Target sequence (Q9HC16 whole entry, looked up): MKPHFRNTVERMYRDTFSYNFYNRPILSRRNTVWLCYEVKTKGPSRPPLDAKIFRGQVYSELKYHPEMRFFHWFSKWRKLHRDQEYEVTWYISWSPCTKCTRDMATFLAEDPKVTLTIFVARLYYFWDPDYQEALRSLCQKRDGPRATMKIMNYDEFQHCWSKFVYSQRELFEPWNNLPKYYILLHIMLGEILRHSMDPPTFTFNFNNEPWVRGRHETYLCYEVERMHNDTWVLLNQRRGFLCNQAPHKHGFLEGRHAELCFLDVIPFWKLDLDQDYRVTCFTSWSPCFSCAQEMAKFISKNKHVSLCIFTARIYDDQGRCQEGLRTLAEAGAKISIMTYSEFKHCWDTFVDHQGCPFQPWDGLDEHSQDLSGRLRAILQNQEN
# CCR6 antagonist: antagonists of human CCR6 receptor | P51684 | CHO-K1 CCR6 PathHunter beta-arrestin, luminescence, CCL20-stimulated | inhibition, % at 20 µM | 0.49% of 340,000 active | AID 493098;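 active = compounds whose inhibition of the agonist-driven luminescence signal at 20 µM reaches about 50%, limit read from the data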;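 also: cells stimulated with CCL20 at 14 nM final; plate controls were DMSO with CCL20 for no effect and DMSO without agonist for full effect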
# MPTP inh: permeability transition pore inhibition; inhibition, % at 10 µM; isolated mouse mitochondria, Ca2+ swelling absorbance, 30 min; AID 602449; 1.4% of 360,000 active;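 active = inhibition of 50% or more, scaled per plate between neutral and stimulator controls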;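 also: 0% = DMSO wells given calcium and 100% = 1 mM EGTA wells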
# GRIN3A LBD mod: modulators (binders) of human NR3A ligand-binding domain | 2.5% of 340,000 active | AID 1259313 | Tm shift relative to glycine control, % at 25 µM | NR3A LBD differential scanning fluorimetry, Tm shift; 0% = protein alone, 100% = glycine-bound protein;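 active = melting temperature shift of at least 10% of the positive control shift, at one fixed dose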
# * = called active by the depositor; / = no result given.
# Below each SMILES: APOBEC3A inh	Gli-Sufu block	CXCR6 block	EBI2 block	APOBEC3G inh	CCR6 antagonist	MPTP inh	GRIN3A LBD mod
COC(=O)NNS(=O)(=O)c1ccc(C)cc1
 : -7	-37	-4	-9	-8	8	0.2	-1
O=C(c1ccc(F)cc1)C1CCN(C(=S)Nc2ccccc2)CC1
 : -1	2	-4	2	-2	10	0.1	1
Cn1cc(C(=O)Nc2ccc3c(c2)CCC3)cn1
 : -5	-33	0	-15	-6	-29	-1.2	-1
Cc1ccc2oc(=O)c3cc(C(=O)NCc4ccco4)sc3c2c1
 : -3	6	-7	8	-8	-1	2.6	0
O=C(Cc1cccc2ccccc12)N/N=C1\CCCc2ccccc21
 : 0	43	-4	14	-6	1	3.1	2
CCOC(=O)C1CCN(C(=O)Cn2nc(C)c3c(C)n(-c4ccccc4)nc3c2=O)CC1
 : -4	-7	4	3	-7	-5	-1.2	0
CCCN1C(=O)/C(=C/c2ccc(OCC(=O)OCC)cc2)NC1=S
 : /	-7	-5	-1	/	8	0.7	-1
N#CCCn1nnc2ccccc21
 : -1	7	2	-8	0	-5	-0.8	-1
CSc1nc2sc3c(c2c(=O)n1C1CCCCC1)CCN(C)C3
 : 47*	-3	-1	-2	19	-6	0.0	3
COC(=O)[C@H](Cc1c[nH]c2ccccc12)NC(=O)Nc1ccccc1OC
 : -3	2	-8	-4	-5	5	0.8	2
O=S(=O)(O)C(c1ccccc1)C1(O)CCCCC1 (centres undefined)
 : /	8	-1	-2	/	2	-1.0	-2
CS(=O)(=O)c1ccc(Cl)c(NC(=O)Nc2ccccc2)c1
 : -6	5	-2	2	-2	9	2.9	0
Cc1ccc2c(c1)N(CC(=O)NCC1CCCO1)C(=O)C(C(C)C)O2 (centres undefined)
 : -5	43	2	6	-13	9	0.3	1
Cn1cc(C(=O)C(F)(F)F)c2ccccc21
 : -5	1	2	-1	-10	22	-1.6	0
CC1(c2ccccc2Cl)NC(=O)N(CC(=O)NCc2ccc3c(c2)OCO3)C1=O (centres undefined)
 : -2	-8	3	-3	-3	1	-0.8	3

# Next part; it opens with the two that closed the last part.
# Below each SMILES: APOBEC3A inh	Gli-Sufu block	CXCR6 block	EBI2 block	APOBEC3G inh	CCR6 antagonist	MPTP inh	GRIN3A LBD mod
Cn1cc(C(=O)C(F)(F)F)c2ccccc21
 : -5	1	2	-1	-10	22	-1.6	0
CC1(c2ccccc2Cl)NC(=O)N(CC(=O)NCc2ccc3c(c2)OCO3)C1=O (centres undefined)
 : -2	-8	3	-3	-3	1	-0.8	3
CCCc1cc2c(cc1NC(=O)c1ccc(C)cc1)OCO2
 : -1	-2	-2	-4	-4	7	-2.2	-1
CCOc1ccc2c(c1)C(c1ccc(C)cc1)=NNC(c1ccc(OC)cc1)=N2
 : -2	-2	18	8	-5	10	7.9	-4
COc1cc(C)c2c(c1OC)C(=O)CC2
 : /	-1	-10	1	/	4	0.0	1
CCOC(=O)C1CCCCN1Cc1ccc(C(F)(F)F)cc1 (centres undefined)
 : -3	2	6	-7	-6	10	12	1
Cc1ccccc1C(=O)NCCCNC(=O)c1ccccn1
 : -3	-8	-4	-11	-8	1	0.6	0
Cc1ccc(S(=O)(=O)N(C)CCCC(=O)N2CCOCC2)cc1
 : 1	1	-11	3	1	6	-6.9	-2
O=C(c1cn(-c2ccccc2)nc1-c1ccc(Br)cc1)N1CCOCC1
 : -3	-2	0	-8	-4	7	-0.9	-1
CC(C)(C)c1ccc(C(=O)Nc2cccc([N+](=O)[O-])c2)cc1
 : /	-15	0	12	/	20	95*	-10
COc1cc(NC(=O)c2cc([N+](=O)[O-])ccc2Br)ccc1NC(=O)c1ccco1
 : 1	3	-14	32	-9	-25	-2.4	-2
CCN(CC)P1(=O)OC(c2cc(OC)c(OC)c(OC)c2)=Nc2c1c(C)nn2-c1ccccc1 (centres undefined)
 : -4	-2	0	0	-8	12	1.2	1
CC(=O)Nc1ccccc1-c1nc2ccccc2nc1OCC(=O)c1ccc(Cl)cc1
 : 2	0	1	-6	-3	15	0.4	3
CN1CCN(C(=O)c2ccc(C3SCC(=O)N3Cc3ccco3)cc2)CC1 (centres undefined)
 : 3	-7	-2	2	3	-7	0.2	-3
Cc1ccc(N(C(=O)CNC(=O)c2ccco2)C(C(=O)NC2CCCC2)c2ccncc2)cc1F (centres undefined)
 : 1	-11	-3	-8	-2	1	0.6	0
Cc1cc(C)nc(N2CCCC(C(=O)NNC(=O)c3ccncc3)C2)n1 (centres undefined)
 : -1	2	7	-9	6	-5	-0.6	0
Cc1c(C(=O)NCCCN2CCOCC2)sc2ncnc(N3CCN(c4ccccc4)CC3)c12
 : /	13	-2	8	/	1	-0.4	2

# Reformatted: entries from further up
> COC(=O)NNS(=O)(=O)c1ccc(C)cc1
  APOBEC3A inh = -7 | Gli-Sufu block = -37 | CXCR6 block = -4 | EBI2 block = -9 | APOBEC3G inh = -8 | CCR6 antagonist = 8 | MPTP inh = 0.2 | GRIN3A LBD mod = -1
> O=C(c1ccc(F)cc1)C1CCN(C(=S)Nc2ccccc2)CC1
  APOBEC3A inh = -1 | Gli-Sufu block = 2 | CXCR6 block = -4 | EBI2 block = 2 | APOBEC3G inh = -2 | CCR6 antagonist = 10 | MPTP inh = 0.1 | GRIN3A LBD mod = 1
> Cn1cc(C(=O)Nc2ccc3c(c2)CCC3)cn1
  APOBEC3A inh = -5 | Gli-Sufu block = -33 | CXCR6 block = 0 | EBI2 block = -15 | APOBEC3G inh = -6 | CCR6 antagonist = -29 | MPTP inh = -1.2 | GRIN3A LBD mod = -1
> Cc1ccc2oc(=O)c3cc(C(=O)NCc4ccco4)sc3c2c1
  APOBEC3A inh = -3 | Gli-Sufu block = 6 | CXCR6 block = -7 | EBI2 block = 8 | APOBEC3G inh = -8 | CCR6 antagonist = -1 | MPTP inh = 2.6 | GRIN3A LBD mod = 0

# Additional compounds:
# Below each SMILES: APOBEC3A inh	Gli-Sufu block	CXCR6 block	EBI2 block	APOBEC3G inh	CCR6 antagonist	MPTP inh	GRIN3A LBD mod
COc1ccc(CNCc2cccc3ccccc23)cc1
 : -2	3	-5	1	-2	12	3.2	-1
O=C(NCC(c1cccnc1)N1CCOCC1)Nc1ccccc1 (centres undefined)
 : 0	12	-4	-3	2	-10	-0.2	-1
COc1ccc(C2NCCc3c2[nH]c2ccccc32)cc1CSc1nc2ccccc2s1 (centres undefined)
 : /	10	-10	-1	/	-2	2.4	-9
Cc1cc(-c2nnc(SCC(=O)Nc3cccc(Cl)c3)n2N)n[nH]1
 : -1	-8	-6	-9	-4	3	-0.5	-2
Cc1ccc(N(C)S(=O)(=O)c2cccc(C(=O)NCCCN3CCCC3=O)c2)cc1
 : -2	5	-2	-1	-8	3	-1.8	-2
COc1ccc(-n2c(=S)[nH]c3cc(C(=O)NCc4ccccc4OC)ccc3c2=O)c(OC)c1
 : -1	-27	14	-5	2	24	0.4	-2
O=C(CCNS(=O)(=O)c1ccc(Br)cc1)NCc1ccc(Cl)cc1
 : -6	0	2	13	-8	1	6.0	-5
COCCCNC(=S)NC1CC2CCCC(C1)N2Cc1ccco1 (centres undefined)
 : -3	7	-5	-5	-4	4	0.2	-8
COc1ccc(CC(=O)N(C)CC(=O)Nc2c(C)cccc2C)cc1S(=O)(=O)N1CCOCC1
 : 1	9	1	-6	4	-1	1.4	1
COc1ccc2c(c1)C(=O)C(=O)N2
 : 2	5	0	4	-9	1	0.1	-1
CCOc1ccc(/C=C(/NC(=O)c2ccccc2Cl)C(=O)O)cc1
 : 3	1	-13	-3	-1	2	-2.5	0
CCOc1cc(C(=O)OCC(=O)c2c(C)[nH]c3ccccc23)ccc1OCC(=O)N1CCOCC1
 : 1	3	10	8	0	6	0.6	-1
COCC(C)n1c(C)cc(C(=O)COc2ccc(S(=O)(=O)N3CCOCC3)cc2Cl)c1C (centres undefined)
 : -6	6	-2	1	-5	13	-0.8	2
Cn1c(=O)c2c(nc(SCC(=O)NC34CC5CC(CC(C5)C3)C4)n2C)n(C)c1=O
 : 5	5	7	-7	1	0	-0.3	-1
O=C(Nc1ccc(Cl)c(S(=O)(=O)N2CCCCC2)c1)C1=COCCO1
 : 24	0	-1	2	-5	15	-0.1	0

# Look-ups from the list.
# Under Gli-Sufu block, N#CCCn1nnc2ccccc21 is entered as 7
# Under APOBEC3G inh, O=C(c1cn(-c2ccccc2)nc1-c1ccc(Br)cc1)N1CCOCC1 is entered as -4

# Continuation:
# Below each SMILES: APOBEC3A inh	Gli-Sufu block	CXCR6 block	EBI2 block	APOBEC3G inh	CCR6 antagonist	MPTP inh	GRIN3A LBD mod
Cc1ccc(NC(=O)c2ccc(-c3nn(C)c(=O)c4ccccc34)cc2)c(C)c1
 : -2	15	1	4	-13	5	3.5	1
CC(C)NC(=O)Nc1ccc2c(c1)C(=O)N([C@@H](C)CO)C[C@@H](C)[C@@H](CN(C)S(=O)(=O)c1ccc(F)cc1)O2
 : 1	36	2	-10	-4	-2	0.8	-1
O=C(NCc1ccc2c(c1)OCO2)c1cc(S(=O)(=O)N2CCCCC2)ccc1F
 : 6	8	5	3	5	-6	27	0
CSc1ccccc1C(=O)NCCCn1ccnc1
 : -8	5	5	4	-6	1	-0.5	0
CC(NC(N)=O)C(=O)NCC(=O)OCc1ccccc1 (centres undefined)
 : -2	-5	-2	-6	-11	-6	0.8	0
CCc1c(C)sc(NC(=O)c2noc(C)c2[N+](=O)[O-])c1C#N
 : -5	-1	-4	-1	-7	16	4.5	-1
CCN(CC)CCN1C(=O)C2C(C(=O)Nc3cccc(SC)c3)C3C=CC2(O3)C1C(=O)NC1CCCC(C)C1C (centres undefined)
 : -1	25	5	-12	-6	5	-1.0	-1
Cc1ccsc1C(=O)OCC(=O)NCc1ccc(Cl)cc1
 : -3	-8	-6	-3	-5	12	-0.5	-1
Cc1nn(-c2ccccc2)nc1C(N)=O
 : -2	4	2	-7	-5	-9	0.3	3
O=S(=O)(c1ccc2ccccc2c1)n1cnc2ccccc21
 : 2	-9	-2	-10	-7	23	-1.4	0
CC(C)(C)OC(=O)CNC(=O)c1[nH]cnc1C(=O)Nc1ccc(CNC(=O)OC(C)(C)C)cc1
 : 0	8	-1	-49	-2	-19	0.6	-15
Cc1ccc(C(=O)CN(CCCC(N)=O)S(=O)(=O)c2ccc([N+](=O)[O-])cc2)cc1
 : -1	-6	-16	-26	-9	0	-2.3	1
O=C(NC(=S)Nc1ccc2c(c1)OCCO2)c1ccccc1
 : 6	-87	7	14	3	26	-0.8	0
NC(=O)C1CCN(C2OC(=O)c3ccccc32)CC1 (centres undefined)
 : -5	1	11	1	-6	1	-0.4	0
O=C(N/N=C/c1ccccn1)c1ccc2nc[nH]c2c1
 : -3	-13	-3	-4	-9	-5	-1.5	2

# Some entries already given with just Gli-Sufu block:
SMILES | Gli-Sufu block
Cc1ccc(NC(=O)c2ccc(-c3nn(C)c(=O)c4ccccc34)cc2)c(C)c1 | 15
NC(=O)C1CCN(C2OC(=O)c3ccccc32)CC1 (centres undefined) | 1
CC(C)(C)OC(=O)CNC(=O)c1[nH]cnc1C(=O)Nc1ccc(CNC(=O)OC(C)(C)C)cc1 | 8
Cc1ccc(C(=O)CN(CCCC(N)=O)S(=O)(=O)c2ccc([N+](=O)[O-])cc2)cc1 | -6
CCc1c(C)sc(NC(=O)c2noc(C)c2[N+](=O)[O-])c1C#N | -1

# Additional entries follow.
# Below each SMILES: APOBEC3A inh	Gli-Sufu block	CXCR6 block	EBI2 block	APOBEC3G inh	CCR6 antagonist	MPTP inh	GRIN3A LBD mod
CCN(c1ccc(OC)cc1)S(=O)(=O)c1csc(C(N)=O)c1
 : -1	6	-12	21	-6	8	-0.5	-1
CC(OC(=O)CCC1CCCC1)C(=O)Nc1ccccc1[N+](=O)[O-] (centres undefined)
 : -1	-2	-15	-2	-7	9	-2.7	4
N#CC1=C(N)NC(=S)C(C(N)=O)C1c1ccc(Cl)cc1Cl (centres undefined)
 : -1	38	5	-12	-10	1	-1.0	-18
Cc1nn(C)cc1CN(C)S(=O)(=O)c1cccc([N+](=O)[O-])c1
 : 4	-1	-10	1	-8	-12	-1.3	1
